IMPase Li cell: membrane-permeable IMPase blocker, potentiated with lithium; CHO-M1 cells, IP1 TR-FRET (IP-One), carbachol + lithium; Potency, µM (series often up to 59.4 µM), for inactives: at the top dose activity, negative = IMPase inhibition, actives largely listed as inhibitors; hit rate 0.35% among 210,000; AID 1457;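 further: IP1 builds up when IMPase is blocked and the TR-FRET signal falls; potency means the concentration at half of the fitted maximal effect; plate controls were basal vehicle for no effect and high inhibitor control for full effect; nearly all actives have a fitted effect of over 50% in size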
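Test compounds were applied to CHO-M1 cells previously cultured for 16–30 h at 2000 per well. A small lithium amount accompanied them; after 30 min at 37C, IP1 was quantified by TR-FRET.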
SMN2 splice enh: increases expression of the SMN2 splice variant; HEK293 SMN2-luciferase splicing reporter, luminescence, 30-36 h; Potency, µM (top dose mostly 46.1 µM), for inactives: at the highest dose activity change, positive = activation, most hits filed as activators; hit rate 2.8% among 210,000; AID 1458; further: potency means the concentration at half of the fitted maximal effect; % of control where 0% means no effect; nearly all actives have a fitted effect of over 55% in size
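HEK293 cells carry an SMN2 […]–luciferase reporter in which exon 7 inclusion puts luciferase in frame. Cells were plated 10-12 h before compound addition, then incubated 30-36 h at 37C. ONE-Glo luminescence was read; sodium butyrate at 4.5 mM final served as control.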
HTT cytoprotect: cytoprotection in Huntington HTT-Q103 PC12 cell model | PC12 HTT-Q103 induced, cytoprotection, ATP luminescence, 40 h | Potency, µM (highest dose often 56.4 µM), for the others: cytoprotection (ATP increase), most hits filed as activators | hit rate 0.14% among 230,000 | AID 1471;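 further: potency means the concentration at half of the fitted maximal effect; % of control where 0% means no effect; nearly all actives have a fitted effect of over 45% in size; toxic huntingtin expression switched on by the ecdysone agonist tebufenozide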
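Compounds were screened for protection of PC12 cells against cell death after tebufenozide induction (100 nM final) of mutant Huntingtin exon 1 (Q103) fused to GFP.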
Luc counter: Kinase-Glo luciferase inhibition (counter-screen); hit rate 0.28% among 200,000; Q27757; AID 1379; Kinase-Glo luciferase, ATP luminescence, 8 min; Potency, µM (highest dose often 38.3 µM), for inactives: at the top dose activity change, negative = inhibition, most hits filed as inhibitors; further: potency means the concentration at half of the fitted maximal effect; on the % scale 0 is the no-effect control and ±100 the full control effect; nearly all actives have a fitted effect of over 60% in size
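Kinase-Glo luciferase light output from ATP and luciferin was measured with 10 uM ATP, within the enzyme's linear range. Buffer: 50 mM imidazole pH 7.2, 50 mM KCl, 7 mM MgCl2, 0.01% Tween 20, 0.05% BSA; luminescence read after 8 min at ambient temperature.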
HTT aggregate: mutant huntingtin aggregation inhibition. PC12 HttQ103-GFP aggregates, Acumen cytometry, 40 h. Potency, µM (series often up to 46.1 µM), for the others: at the top dose activity change, negative = inhibition, most hits filed as inhibitors. hit rate 1.1% among 220,000. AID 1688; further: potency means the concentration at half of the fitted maximal effect; on the % scale 0 is the no-effect control and ±100 the full control effect; nearly all actives have a fitted effect of over 60% in size
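PC12 cells with ecdysone-inducible HTT exon1 Q103-GFP, induced by 100 nM tebufenozide, given compounds in a concentration series. GFP aggregates (1–25 um, 6 SD above background) counted in lysates by laser-scanning cytometry, 488 nm excitation.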
CBFb RUNX1 block: blocks binding between human CBF-beta and RUNX1. Q01196+Q13951. AlphaScreen CBFb-His/RUNX1-biotin binding, biochemical. Potency, µM (doses to about 59.8 µM), inactives show top-dose activity, negative = inhibition, actives largely listed as inhibitors. 230,000 tested, under 10 active; further: % of control where 0% means no effect
Target sequence (Q01196 whole entry, looked up): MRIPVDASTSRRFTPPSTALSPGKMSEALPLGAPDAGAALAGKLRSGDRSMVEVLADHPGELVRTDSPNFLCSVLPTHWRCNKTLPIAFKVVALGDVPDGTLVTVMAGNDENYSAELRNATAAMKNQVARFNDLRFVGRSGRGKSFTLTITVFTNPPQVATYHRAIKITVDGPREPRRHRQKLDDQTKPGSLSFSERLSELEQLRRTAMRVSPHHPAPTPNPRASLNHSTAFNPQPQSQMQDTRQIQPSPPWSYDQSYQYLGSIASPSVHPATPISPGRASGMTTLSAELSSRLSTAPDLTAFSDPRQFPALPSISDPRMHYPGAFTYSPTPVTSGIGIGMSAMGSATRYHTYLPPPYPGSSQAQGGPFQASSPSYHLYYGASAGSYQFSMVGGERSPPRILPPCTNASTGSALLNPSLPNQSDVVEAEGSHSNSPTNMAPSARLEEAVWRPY
Target sequence (Q13951 whole entry, looked up): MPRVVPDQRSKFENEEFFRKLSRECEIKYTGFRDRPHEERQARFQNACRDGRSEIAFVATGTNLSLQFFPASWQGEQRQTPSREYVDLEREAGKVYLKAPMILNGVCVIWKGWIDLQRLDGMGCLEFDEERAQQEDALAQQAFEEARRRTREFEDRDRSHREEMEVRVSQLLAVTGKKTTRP
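Inhibition was taken as any reduction in AlphaScreen signal from the CBF-beta–RUNX1 pair (His and biotin tags, 30 nM each), measured after compound (15 min) and bead (90 min) incubations at room temperature.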
Lamin A splicing: LMNA splicing modulation; HeLa LMNA splicing GFP/RFP minigene ratio, 48 h; hit rate 0.01% among 200,000; Potency, µM (highest dose often 46.1 µM), for inactives: at the highest dose ratio change, negative = inhibition, usual class: inhibitors; active means well fitted inhibition curve with a large enough effect in the signal ratio, with a control signal flat, not every such curve was filed as active; inconclusive means small, poorly fitted or top-dose-only effect, or effect the other way, or a change in a side signal; the % refers to the signal ratio; further: potency means the concentration at half of the fitted maximal effect; on the % scale 0 is the no-effect control and ±100 the full control effect
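Read-out is the ratio of GFP to DsRed2 object intensity, acquired by 488 nm laser-scanning cytometry on HeLa lamin A-EGFP minigene reporter cells. Compound incubation 48 hrs at 37 °C in Opti-MEM with 2% FBS; DMSO 0.5% final.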
* = called active by the depositor; ? = inconclusive; . = no result given; & = joins results of further samples; [ ] = dose if it differs, or a comment. Unless noted, the call rests on the fitted dose curve; in most records, active means well fitted curve in the direction sought with a large enough effect; inconclusive means small, poorly fitted or top-dose-only effect, or another doubt; inactive means no such curve, though single readings can be large; an effect the other way counts as inactive or inconclusive.

SMILES	IMPase Li cell	SMN2 splice enh	HTT cytoprotect	Luc counter	HTT aggregate	CBFb RUNX1 block	Lamin A splicing
Cc1c(C=O)c2ccccn2c1C(=O)c1cccc([N+](=O)[O-])c1	14%	-16%	-34%[inhibitor]	-1%	-23%	3%	2%[46 µM]
CN(C)S(=O)(=O)c1ccc(NC(=O)CN2CCc3ccccc32)cc1	.	.	1%[10 µM]	.	-25%[9.22 µM]	3%	.
O=C(CN1C(=O)C2C3C=CC(C3)C2C1=O)OCC(=O)c1ccccc1 (stereo not given)	-8%	-10%	1%[10 µM]	-7%	11%	?	2%
Cc1cc(C)cc(NC(=O)Cn2cnc3c(nnn3Cc3ccc(F)cc3)c2=O)c1	1%	5%	-16%	2%	1%[9.22 µM]	10%	11%[46 µM]
CCOC(=O)c1cnc(SC)nc1Oc1cccc(NC(=O)c2cccc(Cl)c2Cl)c1	?	-5%	-13%	-9%	0%	6%	9%
CCN(CC)S(=O)(=O)c1cccc(NC(=O)COC(=O)c2cc(C)oc2C)c1	30%[38.3 µM]	-7%	-20%	-1%	-4%	-1%	-16%
CC(C)C[C@@H](CC(=O)N[C@@H](CCC(=O)O)CC(=O)O)NC(=O)[C@@H]1CCCC[C@H]1NC(=O)C[C@@H](NC(=O)C[C@H](Cc1c[nH]c2ccccc12)NC(=O)[C@@H]1CNCC[C@H]1N)C(C)C	10%	6%	7%[1.9 µM]	1%	.	2%	.
COc1ccc(S(=O)(=O)NCCC(=O)NCc2ccc(F)cc2)cc1	2%[38.3 µM]	8%	3%	-6%	14%	5%	7%
CCOC(=O)NC(Nc1cc(C)on1)(C(F)(F)F)C(F)(F)F	-10%[38.3 µM]	10%	-3%	-2%	0%	1%	2%
COc1ccccc1NC(=O)N1CCc2[nH]c3ccc(F)cc3c2C1	3%[38.3 µM]	-35%[inhibitor]	-9%	5%	2%[9.22 µM]	3%	?
CN(CC(=O)NCc1ccc(Cl)cc1)S(=O)(=O)c1cccc2nsnc12	2%[38.3 µM]	-14%	-34%	-3%	5%	-1%	5%
NC(=O)c1ccc(N=Nc2c(O)c3ccccc3[nH]c2=O)cc1	.	.	-24%[10 µM]	.	-9%[9.22 µM]	10%	.
CCOc1ccc(-c2nnc3ccc(SCC(=O)Nc4cc(C)on4)nn23)cc1	4%	10%	22%[10 µM]	2%	-3%	9%	-6%[46 µM]
Cc1c(NC(C)C)c(=O)n(-c2ccccc2)n1C	2%&4%	-5%	-60%[inhibitor]	-4%	1%	4%	11%
CCS(=O)(=O)C(=C1NCCO1)S(=O)(=O)CC	-2%	3%	-8%[10 µM]	6%	-3%	13%	-6%
CC(C)c1ccc2c(c1)c(SC(C)(C)C)c(CC(C)(C)C(=O)O)n2Cc1ccc(Cl)cc1	41%&29%[activator]	-45%[inhibitor]	-3%	1%&1%	.	1%	?
O=C1c2ccccc2C(=O)N1CC(O)CN1CCOCC1 (stereo not given)	0%	-7%	-2%[10 µM]	-2%	-4%	4%	-8%
CC(=O)c1cccc(Nc2nc(-c3cccc([N+](=O)[O-])c3)cs2)c1	26%	11µM*	12%[10 µM]	5%	?	-7%	?
FC(F)(F)c1nc(NCC2CCCO2)c2nnn(Cc3ccccc3Cl)c2n1 (stereo not given)	11%	-12%	.	5%	-2%	2%	.
N#Cc1ccc(OCC(O)CS(=O)(=O)c2ccc(F)cc2)cc1 (stereo not given)	-5%	-7%	-10%	-1%	-6%[9.22 µM]	-14%	.

Single values from the results shown.
HTT aggregate, `CCN(CC)S(=O)(=O)c1cccc(NC(=O)COC(=O)c2cc(C)oc2C)c1` = -4%
HTT cytoprotect, `COc1ccccc1NC(=O)N1CCc2[nH]c3ccc(F)cc3c2C1` = -9%
SMN2 splice enh, `O=C(CN1C(=O)C2C3C=CC(C3)C2C1=O)OCC(=O)c1ccccc1` (stereo not given) = -10%

(list continues)
SMILES	IMPase Li cell	SMN2 splice enh	HTT cytoprotect	Luc counter	HTT aggregate	CBFb RUNX1 block	Lamin A splicing
NNC(=O)c1ccccc1-n1cccc1	2%	-4%	-8%[10 µM]	0%	8%	4%	-13%[46 µM]
O=C(NCCc1ccccc1)c1noc2c1CCCCC2	-16%[38.3 µM]	?	-7%	-4%	-1%	4%	9%
COc1ccc(OC)c(NC(=O)c2cc3ccccc3o2)c1	17%[38.3 µM]	.	-9%	0%	-11%	12%	12%
C[C@H]1CC[C@@H]2[C@@H](C)[C@H]3[C@H](C[C@H]4[C@@H]5CC=C6C[C@@H](O[C@]7(O[C@H]8O[C@@H](C)[C@@H](O)[C@@H](O)[C@@H]8O)C[C@@H](O[C@@H]8O[C@H](CO)[C@@H](O)[C@H](O)[C@@H]8O)[C@@H](O)[C@H](CO)O7)CC[C@]6(C)[C@H]5CC[C@@]34C)N2C1	1%	?	9%[40.3 µM]	-8%[17.1 µM]	.	-9%[21.7 µM]	-2%
O=C(c1ccccc1)n1c(=S)nc2ccccn21	.	.	-128%[inhibitor]	.	-1%	-3%	-8%
COc1ccc(C(=O)Nc2ccc(S(=O)(=O)Nc3cc(C)nc(C)n3)cc2)c(OC)c1	10%[38.3 µM]	8%	-12%	4%	-10%	-6%	?
Cc1ccc(Cl)c(NC(=S)N(CCCN2CCOCC2)Cc2ccco2)c1	4%[38.3 µM]	-17%	-3%	-1%	3%	5%	5%
Cc1ccc(NC(=O)C2CCCN(S(=O)(=O)c3c(C)noc3C)C2)c(C)c1 (stereo not given)	.	.	-55%[inhibitor]	.	?	-12%	0%
O=C(CCNC(=O)c1ccccc1Cl)Nc1ccc(Br)c(C(F)(F)F)c1	22%	-18%	24%[10 µM]	-5%	?	-4%	?
O=C1NS(=O)(=O)c2ccccc21	9%	-1%	-8%&6%	2%	10%	6%	?
Cc1ccc(CCNC(=O)C2CCN(S(=O)(=O)c3c(C)nn(C)c3C)CC2)cc1	23%[38.3 µM]	-4%	-5%	1%	7%	6%	-7%
Fc1cccc2sc(Nc3nc4ccccc4s3)nc12	?	10µM*	.	-2%	12%	12%	?
O=C(Nc1ccc2c(c1)OCO2)c1cnn2c1NC(c1ccco1)CC2C(F)(F)F (stereo not given)	-10%[38.3 µM]	-20%	-16%	-2%	4%	2%	8%
Cc1nn(-c2ccccc2)c(OC(=O)c2cccs2)c1S(=O)(=O)c1ccccc1	7%[38.3 µM]	5%	-14%	2%	-8%	-3%	-5%
COc1ccc(OC)c(C(c2nnnn2Cc2ccco2)N2CCN(C)CC2)c1 (stereo not given)	5%	.	12%[10 µM]	-2%	12%[9.22 µM]	2%	3%[46 µM]
COc1ccc(C(=O)NC(=S)Nc2ccc(NC(=O)c3ccco3)cc2)cc1[N+](=O)[O-]	-11%	6%	5%[10 µM]	0%	24%	1%	-9%
COc1ccc(N(C(=O)Cc2cccs2)C2C=CS(=O)(=O)C2)cc1 (stereo not given)	20%	-3%	-9%	-1%	21%	9%	23%[46 µM]
O=C(N/N=C/c1cn(-c2ccccc2)nc1-c1cc2ccccc2o1)c1cccnc1	17%	4µM*	1%[10 µM]	-5%	0%	-17%	?
CCCCc1ncc(CN2CCN(Cc3ccc(C)cc3)C(CCO)C2)[nH]1 (stereo not given)	11%	.	-49%	2%	-7%	3%	.
O=C(CSc1cccc[n+]1[O-])NCCCc1ccccc1	-1%	6%	-11%[10 µM]	-1%	-2%	-9%	-2%[46 µM]
CCN(CC)CCCN1C(=O)C(=O)/C(=C(/O)c2cc(C)ccc2C)C1c1cccnc1 (stereo not given)	-11%[38.3 µM]	-11%	-3%[10 µM]	-2%	6%	11%	1%
O=Cc1cn(CC(=O)N2CCOCC2)c2ccccc12	3%	-21%	1%[10 µM]	-1%	10%	0%	-4%
O=C(N/N=C/C=C/c1ccccc1)c1cnccn1	1%[38.3 µM]	11%	7%[10 µM]	-3%	-4%	-8%	6%
Cc1ccccc1Cn1nc(C)c(NC(=O)C2c3ccccc3Oc3ccccc32)c1C	6%	3%	9%[10 µM]	0%	?	-1%	-7%
O=C(O)Cn1cnc2c(=S)nc[nH]c21	.	.	22%[10 µM]	.	-2%[9.22 µM]	14%	1%[46 µM]
O=C(Nc1cc(Sc2ccccn2)cc([N+](=O)[O-])c1)c1ccc([N+](=O)[O-])cc1	11%[38.3 µM]	-35%[inhibitor]	-28%	1%	-18%	-10%	9%
CC1CCCCC12NC(=O)N(CC(=O)Nc1ccc(N3CCOCC3)cc1)C2=O (stereo not given)	6%	-8%	9%[10 µM]	0%	13%	2%	-9%
CN(C)S(=O)(=O)c1ccc2c(c1)nc1n2CCC1	25%[38.3 µM]	13%	15%	-3%	-12%	4%	2%
O=C(C1=NN(c2ccccc2)C2C(=O)N(c3ccc(Cl)cc3)C(=O)C12)c1ccccc1 (stereo not given)	-18%	3%	3%[10 µM]	3%	4%	-13%	-12%
O=[N+]([O-])c1ccc(/C=N/N2CCN(c3ccncc3S(=O)(=O)N3CCCCC3)CC2)cc1	9%	-39%[inhibitor]	.	7%	25%	13%	3%
CCn1c(SCC(=O)NCCc2ccc(Cl)cc2)nnc1-c1cccs1	15%[38.3 µM]	-10%	-1%[10 µM]	-1%	-9%	9%	-2%
COC(=O)C(Cc1cncn1COCc1ccccc1)NC(=O)OC(C)(C)C (stereo not given)	-18%[38.3 µM]	-8%	2%	-4%	16%	2%	0%
COc1ccc(-n2cnnc2SCC(=O)Nc2nc(C)c(Cl)cc2Cl)cc1	14%[38.3 µM]	-8%	33%	-2%	14%	3%	-6%
COCCNCC(O)CON=C1c2ccccc2-c2ccccc21 (stereo not given)	-7%	-5%	-30%[inhibitor]	3%	-1%	-3%	17%[1.84 µM]
O=C(N/N=C/C(Br)=C/c1ccccc1)NC1CCCCC1	19%	29%	-42%[inhibitor]	5%	12%	-15%	.

Sorted by value in SMN2 splice enh (largest number first): 3 from the list above
Compound	SMN2 splice enh
COCCNCC(O)CON=C1c2ccccc2-c2ccccc21 (stereo not given)	-5%
COc1ccc(-n2cnnc2SCC(=O)Nc2nc(C)c(Cl)cc2Cl)cc1	-8%
CCN(CC)CCCN1C(=O)C(=O)/C(=C(/O)c2cc(C)ccc2C)C1c1cccnc1 (stereo not given)	-11%
